# High-throughput results from PubChem BioAssay.
# GLS inhibitor: qHTS for Inhibitors of Glutaminase (GLS); GLS enzymatic activity, qHTS titration; Glutaminase kidney isoform, mitochondrial (Homo sapiens), O94925; actives 0.21% (n = 410,000); Potency, µM (top dose mostly 45.5 µM), for the others: at the top dose activity change, negative = inhibition, usual class: inhibitors; note: potency is the fitted concentration of half-maximal effect; % is set by controls: 0 for no effect and ±100 for the full control effect
# Target sequence (O94925 whole entry, looked up, canonical isoform): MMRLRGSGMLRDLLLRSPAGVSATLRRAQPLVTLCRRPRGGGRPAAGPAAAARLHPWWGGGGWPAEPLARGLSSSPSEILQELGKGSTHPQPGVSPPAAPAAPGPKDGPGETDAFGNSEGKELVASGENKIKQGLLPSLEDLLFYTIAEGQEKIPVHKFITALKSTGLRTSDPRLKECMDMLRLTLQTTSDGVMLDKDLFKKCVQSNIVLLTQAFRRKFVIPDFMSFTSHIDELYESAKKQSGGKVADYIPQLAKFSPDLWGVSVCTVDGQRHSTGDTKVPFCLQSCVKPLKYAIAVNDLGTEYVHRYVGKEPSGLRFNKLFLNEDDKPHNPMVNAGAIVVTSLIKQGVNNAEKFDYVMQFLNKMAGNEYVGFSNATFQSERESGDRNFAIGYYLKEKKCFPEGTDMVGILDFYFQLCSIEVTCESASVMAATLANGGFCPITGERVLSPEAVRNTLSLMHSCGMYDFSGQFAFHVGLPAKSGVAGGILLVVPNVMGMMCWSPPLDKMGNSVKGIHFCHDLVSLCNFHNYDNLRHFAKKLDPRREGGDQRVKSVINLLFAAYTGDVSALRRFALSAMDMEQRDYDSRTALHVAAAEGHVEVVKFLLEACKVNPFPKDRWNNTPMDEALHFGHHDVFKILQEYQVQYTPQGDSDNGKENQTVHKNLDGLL
#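 Glutamate formation by hKGA was monitored fluorometrically using coupled glutamate oxidase, HRP and Amplex Red. Substrate was added as 1 mM L-glutamine solution; incubation was 30 min at RT after an initial read.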
# USP1 inh: Inhibitors of USP1/UAF1: Primary Screen | Ubiquitin carboxyl-terminal hydrolase 1 (Homo sapiens), O94782 | recombinant USP1/UAF1, Ub-Rhodamine cleavage fluorescence | Potency, µM (series often up to 57.1 µM), for inactives: top-dose activity change, negative = inhibition, usual class: inhibitors | actives 0.23% (n = 390,000); note: potency is the fitted concentration of half-maximal effect; % is set by controls: 0 for no effect and ±100 for the full control effect; nearly all actives have a fitted effect of over 60% in size; inactives centre near -12
#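 In this screen, compounds sit with the deubiquitinase complex (1nM) for 15 min at room temperature before Ub-Rho is added at 150nM final. Fluorescence rise is then followed for 6 reads every 60 seconds.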
# rTrxR1 inhibitor: qHTS Assay for Inhibitors of Mammalian Selenoprotein Thioredoxin Reductase 1 (TrxR1): qHTS. recombinant rTrxR1, NADPH fluorescence consumption, selenite substrate. Potency, µM (top dose mostly 114 µM), inactives show at the top dose activity change, negative = inhibition, usual class: inhibitors. Thioredoxin reductase 1, cytoplasmic (Rattus norvegicus), O89049. actives 1% (n = 390,000); note: potency is the fitted concentration of half-maximal effect; % is set by controls: 0 for no effect and ±100 for the full control effect; nearly all actives have a fitted effect of over 65% in size
#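 Rat TrxR1 (90 nM in the dispensed reagent) was pre-reduced with 400 uM NADPH for 5 min at room temperature, then incubated with compound for 15 min. After 400 uM selenite was added, NADPH fluorescence (Ex 340/Em 450 nm) was followed for 8 min.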
# TrxR1 substrate: qHTS Assay for Substrates of Mammalian Selenoprotein Thioredoxin Reductase 1 (TrxR1): qHTS; Thioredoxin reductase 1, cytoplasmic (Rattus norvegicus), O89049; purified TrxR1 substrate turnover, NADPH consumption readout; Potency, µM (top dose mostly 114 µM), for the others: top-dose activity change, negative = substrate turnover; actives 0.01% (n = 390,000); AID 588456, 2011; note: potency is the fitted concentration of half-maximal effect; % is set by controls: 0 for no effect and ±100 for the full control effect; nearly all actives have a fitted effect of over 50% in size
#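 Rat TrxR1, dispensed at 90 nM, was prereduced with 400 uM NADPH (final) for 5 min at ~22 deg C, then incubated with compound 15 min before 400 uM selenite. A first-read NADPH fluorescence drop versus no-compound background flagged substrates.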
# PGK inhibitor: qHTS Assay to Find Inhibitors of Phosphoglycerate Kinase; Phosphoglycerate kinase, glycosomal (Trypanosoma brucei brucei), P07378; PGK/GAPDH coupled, Kinase-Glo luminescence, 60 min; actives 0.043% (n = 380,000); Potency, µM (top dose mostly 57.5 µM), for the others: at the highest dose activity change, negative = inhibition, hits mostly inhibitors; AID 602233, 2012; note: potency is the fitted concentration of half-maximal effect; % is set by controls: 0 for no effect and ±100 for the full control effect; nearly all actives have a fitted effect of over 60% in size
#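 Recombinant glycosomal PGK reaction used 1,3-bisphosphoglycerate generated in-well by GAPDH (100nM final) in 100mM TEA pH 7.6, 5mM MgCl2, 0.01% Tween-20. After 60 minutes at room temperature, ATP was read by Kinase-Glo Plus luminescence end-point.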
# HP1b binding inh: HTS for Inhibitors of HP1-beta Chromodomain Interactions with Methylated Histone Tails; Chromobox protein homolog 1 (Homo sapiens), P83916; AlphaScreen HP1-beta / biotin-H3K9me3 peptide binding; AID 540317, 2011; actives 0.56% (n = 390,000); Potency, µM (titrated, usually from 114 µM), for the others: at the highest dose activity change, negative = inhibition, usual class: inhibitors; note: potency is the fitted concentration of half-maximal effect; nearly all actives have a fitted effect of over 70% in size; inactives centre near 23
# Target sequence (P83916 whole entry, looked up): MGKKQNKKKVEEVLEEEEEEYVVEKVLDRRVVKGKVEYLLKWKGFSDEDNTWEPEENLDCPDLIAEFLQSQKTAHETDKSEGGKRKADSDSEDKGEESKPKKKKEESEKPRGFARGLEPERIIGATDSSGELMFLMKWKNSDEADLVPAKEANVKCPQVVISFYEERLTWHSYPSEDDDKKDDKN
#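 HP1-beta protein (50 nM final) preincubated 30 min at room temperature with biotinylated H3(1-18)K9me3 peptide (50 nM) in PBS pH 7.4, 0.01% Tween-20, then compound added for 30 min. AlphaScreen streptavidin donor/nickel chelate acceptor beads (10 ug/mL final), 30 min dark, luminescence read.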
# mIDH1 inhibitor: qHTS for Inhibitors of mutant isocitrate dehydrogenase 1 (IDH1): qHTS; Potency, µM (top dose mostly 76.6 µM), for the others: top-dose activity change, negative = inhibition, most hits filed as inhibitors; IDH1-R132H enzyme, NADPH consumption, diaphorase/resazurin fluorescence; actives 0.093% (n = 390,000); note: potency is the fitted concentration of half-maximal effect; % is set by controls: 0 for no effect and ±100 for the full control effect; nearly all actives have a fitted effect of over 65% in size
#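 IDH1-R132H (0.5 ug/mL dispensed) in pH 7.5 Tris buffer was preincubated 30 min with compound, then given a substrate mix of 0.016 mM NADPH and 2 mM alpha-KG for 80 min at room temperature; remaining NADPH was read by diaphorase/resazurin fluorescence.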
# Pin1 inhibitor: qHTS Assay to Find Inhibitors of Pin1. Peptidyl-prolyl cis-trans isomerase NIMA-interacting 1 (Homo sapiens), Q13526. actives 0.009% (n = 390,000). AID 504891, 2011. Potency, µM (highest dose often 115 µM), for inactives: top-dose activity, negative = inhibition, hits mostly inhibitors. Pin1 FP peptide displacement, HiFluor488, 10 min; active = well fitted inhibition curve with a large enough effect in the polarisation, with a control signal flat, not every such curve was filed as active; inconclusive = small, poorly fitted or top-dose-only effect, or effect the other way, or a change in a side signal; inactive = no such curve, though single readings can be large or run the other way; the % refers to the polarisation; note: potency is the fitted concentration of half-maximal effect; % is set by controls: 0 for no effect and ±100 for the full control effect
# Target sequence (Q13526 whole entry, looked up): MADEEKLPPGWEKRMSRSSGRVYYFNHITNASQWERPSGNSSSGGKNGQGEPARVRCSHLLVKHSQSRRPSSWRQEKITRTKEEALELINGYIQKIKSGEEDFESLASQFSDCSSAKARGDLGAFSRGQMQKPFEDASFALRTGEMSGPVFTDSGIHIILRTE
# PI4K2A block: qHTS for small molecular inhibitors of PI4K2A. purified PI4K2A, ADP-Glo luminescence, 1 h; active compounds read low. activity change, negative = inhibition, % at 76.9 µM. Phosphatidylinositol 4-kinase type 2-alpha (Homo sapiens), Q9BTU6. actives 0.13% (n = 420,000). AID 1346378, 2018; in the data active = activity change below about -50%; inconclusive = mostly about -30% to -49%;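 note: -100% = wells without enzyme as full effect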
#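 In this quantitative HTS, ADP production by PI4K2A was quantified luminescently after 1 h at ambient temperature; 100 microM adenosine served as plate-quality control.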
# * marks the source's active call; other numbers are inactive results; i = inactive; ? = inconclusive; / = no result given; [ ] = remark or other dose. Unless noted, calls come from the whole dose curve; as a rule, active = well fitted curve in the direction sought with a large enough effect; inconclusive = small, poorly fitted or top-dose-only effect, or another doubt; inactive = no such curve, though single readings can be large; an effect the other way counts as inactive or inconclusive. An excerpt; rates above refer to the full screens.
SMILES,GLS inhibitor,USP1 inh,rTrxR1 inhibitor,TrxR1 substrate,PGK inhibitor,HP1b binding inh,mIDH1 inhibitor,Pin1 inhibitor,PI4K2A block
CCOc1ccc(Oc2ccc(S(=O)(=O)N3CCOCC3)cc2NC(=O)CCNC(C)=O)cc1,3%,-7%,1%[57.1 µM],0%[57.1 µM],0%,-8%,13%,-1%,1
O=C(CN1C(=O)CSc2ccc(S(=O)(=O)N3CCOCC3)cc21)NCCCN1CCOCC1,3%,1%,-21%,-11%,5%,15%,0%,4%,21
O=C(Nc1ccc2c(c1)nc1n2CCOC1)C1CCCCC1,0%,-5%,6%,0%,4%,30%,-2%,?,5
Cc1ccc(NS(=O)(=O)c2ccc(C(=O)NCC3CCCO3)cc2)cc1 (configuration not stated),-4%,-3%,25%[57.1 µM],11%,-10%,18%,2%,3%,-7
O=C(CSc1nnc(-c2ccc(F)cc2)o1)N1CCN(C(=O)c2ccco2)CC1,2%,6%,12%,5%,/,15%,0%,-2%,5
O=C(NNc1cc(Cl)ccc1Cl)c1cccnc1Cl,13%,-11%,-7%,1%,-1%,47%[activator],13%,-13%,-6
COC(=O)[C@]1(C)N[C@H](c2ccc(-c3ccccc3)cc2)[C@@H]2C(=O)N(C)C(=O)[C@@H]21,-8%,-22%,-7%[57.1 µM],14%,11%,51%[activator],-8%,7%,-1
Cn1ccnc1Sc1ccc(C=O)cc1[N+](=O)[O-],-11%,-3%,-48%,2%[57.1 µM],17%,-2%,-4%,4%,1
COc1ccccc1NS(=O)(=O)c1ccc(C)c(C(=O)NCc2cccnc2)c1,5%,-17%,20%,6%,-2%,54%[activator],11%,-12%,-5
COc1ccc(NC(=O)C2C3C=CC(O3)C2C(=O)NCc2cccnc2)cc1 (configuration not stated),0%,-19%,13%,9%,-9%,47%[activator],0%,0%,4
O=C(CN1C(=O)COc2ccccc21)Nc1ccccc1F,1%,-19%,28%,8%,-1%,41%,7%,-28%,-6
O=C(Cn1cnc2c(oc3ccccc32)c1=O)NCC1CCCO1 (configuration not stated),-8%,-5%,28%,10%,-1%,-9%,9%,-6%,-10
N#Cc1c(=O)c2nc(NCCCO)ncc2n2c(=O)c3ccccc3[nH]c12,?,?,-14%[57.1 µM],-11%[57.1 µM],-7%,28%,-14%,0%,-7
CC(C)CN1C(=S)SC(C)(C)C1n1oc(=O)n(-c2ccc(Cl)cc2)c1=O (configuration not stated),6%,-16%,5%,-4%[57.1 µM],/,19%,7%,19%,4
CCOc1ccc(CCNC(=O)CCSCc2ccc(Cl)cc2)cc1OCC,-26%,4%,28%[57.1 µM],7%[57.1 µM],-10%,19%,-9%,-8%,6
Cc1ccc(N2CN=C3SCC(=O)N3C2)cc1C,3%,-21%,3%,1%,/,13%,3%,-3%,2
Cc1ccccc1CN(C)C(=O)COC(=O)CSc1ccc([N+](=O)[O-])cc1,8%,-19%,-13%,-12%,-5%,2%,7%,-7%,5
CSc1ncnc2c1ncn2CCCNc1ccc(C)c(C)c1,2%,-20%,/,/,0%,/,1%,/,0
Cc1cc(C(=O)NCCc2ccc(Cl)cc2)c2c(C)nn(-c3cccc(F)c3)c2n1,-4%,-3%,42%[activator],74%[activator],-6%,38%,-2%,-5%,-1
O=C(/C=C/c1cccc(Br)c1)c1ccc2c(c1)OCO2,7%,?,?,-4%,6%,16%[57 µM],4%,-1%,27
COc1ccc(N2CC(C(=O)Nc3nnc(SCCC4OCCO4)s3)CC2=O)cc1 (configuration not stated),5%,-13%,-14%,3%,0%,13%,-3%,?,-8
c1ccc(Cn2ncc3ccccc32)cc1,6%,-4%,19%,10%[57.1 µM],/,34%,8%,2%,-6
COc1cc(NC(=O)c2cccs2)ccc1NC(=O)c1ccco1,-15%,-13%,-27%,-13%,-9%,50%[activator],-1%,2%,-2
CCOC(=O)C1CCN(Cc2ccc(F)cc2F)CC1,1%,-12%,29%,14%,/,?,2%,-5%,3
COCCCNc1nc2nonc2nc1N1CCC(C(C)N2CCOCC2)CC1 (configuration not stated),13%,-19%,18%[11.4 µM],12%[11.4 µM],i,14%,2%,0%,0
CCc1n[nH]c(=S)n1N=C1CCC(C)CC1 (configuration not stated),-10%,-6%,-7%,2%,/,34%,8%,2%,3
Cc1ccc(-n2c(C)cc(=O)cc2C)c(C)c1,-2%,-9%,-15%,-8%,i,37%,0%,2%,4
CSCC[C@H](NC(=O)c1cccc([N+](=O)[O-])c1C)c1nc2ccccc2[nH]1,-1%,-7%,-5%,-9%,7%,16%,0%,7%,0
Cc1sc(N2C(=O)C3C(C2=O)[C@H]2C=C[C@@H]3C2)c(C#N)c1C (some centres not stated),-3%,-23%,22%,5%,-9%,37%,1%,-9%,-6
CCc1ccc(NC(=O)CSc2nc(=O)n(Cc3ccncc3)c3c2CCC3)cc1,3%,-18%,10%[57.1 µM],4%[57.1 µM],0%,23%,-1%,-10%,0
CCCNc1nc(Cl)nc(Nc2ccc(Cl)cc2)n1,-1%,-11%,19%,2%,3%,35%,-6%,4%,-1
CCn1c(=O)c(CCC(=O)NCCN2CCOCC2)c(C)c2c(C)nn(-c3cccc(C)c3)c21,-9%,-15%,7%,11%,-6%,49%[activator],-6%,-7%,-1
CCCCC(=O)Nc1nc(C)c(-c2csc(Nc3ccccc3OC)n2)s1,5%,-20%,8%,1%,4%,19%,7%,43%[activator],-10
COc1ccc(N2C(=O)CCC(C(=O)N(C)C3CCCCC3)C2c2ccc(OC)c(OC)c2)cc1 (configuration not stated),2%,-15%,8%,3%,4%,35%,2%,-1%,-1
CCCc1cc(=O)oc2cc(C)cc(OC(C)C(=O)N[C@@H](Cc3c[nH]c4ccccc34)C(=O)O)c12 (some centres not stated),1%,-13%,14%[57.1 µM],9%,0%,79%[activator],27%,3%,-11
Cc1cc(N2CCCC2=O)c(N)cc1N,25%,-2%,7%,4%,-5%,19%,0%,8%,6
COc1cc(OC)c(C(=O)OCC(=O)N(Cc2ccccc2)C(C)(C)C)cc1OC,0%,-4%,22%[57.1 µM],8%[57.1 µM],3%,7%,2%,1%,0
Cc1ccc(NC(=O)CSCc2cc(=O)n3nc(C4CC4)sc3n2)cc1,50%[activator],-9%,11%,-3%,-9%,15%,-4%,-5%,-2
CC(=O)c1cccc(NC(=O)N2CCCCCC2)c1,0%,-2%,12%,2%,9%,26%,-5%,2%,-1
O=CN/N=C/c1c(O)ccc2ccccc12,19%,-10%,16%,2%,-7%,54%[activator],4%,-6%,-17
CCc1cccc(CC)c1NC(=O)Cn1c(-c2ccccc2Cl)nc2ccccc21,11%,-5%,2%[57.1 µM],7%[57.1 µM],-10%,10%,-8%,-4%,-8
CN(C(=O)CSc1nc2ccccc2c(=O)n1-c1ccc(F)cc1F)C1CCS(=O)(=O)C1 (configuration not stated),4%,-15%,4%,10%[57.1 µM],5%,30%,3%,-8%,-2
O=C1OCc2nc3cc4c(cc3c(-c3ccc(F)cc3)c21)OCO4,4%,-17%,51%[activator],49%[activator],/,5%,-9%,-1%,2
CCN(C(=O)CSc1nnc2ccccn12)c1c(N)n(Cc2ccccc2)c(=O)[nH]c1=O,-15%,-18%,3%[57.1 µM],-21%[57.1 µM],i,52%[activator],2%,1%,0
CCCCNC(=O)/C(=C/c1ccccc1)NC(C)=O,2%,1%,5%[57.1 µM],8%[57.1 µM],11%,16%,0%,1%,-1
COc1ccccc1C(=O)Nc1ccc2[nH]ncc2c1,5%,-7%,9%,-4%,i,20%,6%,-1%,1
O=C(CSc1nc2ccccc2n1CC(=O)N1CCCC1)NCc1ccc2c(c1)OCO2,1%,6%,4%,5%,/,18%,-6%,0%,-1
CCOc1ccc(Cn2nnc(C(=O)NCCc3ccccc3)c2N)cc1,-3%,-18%,4%[57.1 µM],-12%[57.1 µM],i,51%[activator],12%,2%,1
Cc1cc(CN2CCCC(C(=O)Nc3ccc(-c4nc5ccccc5[nH]4)cc3)C2)n[nH]1 (configuration not stated),-4%,-25%,8%,12%,0%,20%,0%,-12%,-3

# Quoted from the listing.
# `O=C(CSc1nc2ccccc2n1CC(=O)N1CCCC1)NCc1ccc2c(c1)OCO2` in rTrxR1 inhibitor → 4%
# `Cc1cc(CN2CCCC(C(=O)Nc3ccc(-c4nc5ccccc5[nH]4)cc3)C2)n[nH]1` (configuration not stated) in TrxR1 substrate → 12%
